Source: PubChem BioAssay (several laboratories)
STAT3 act: STAT3 signaling activation; U3A cells, IL-6 STAT3-luciferase reporter, luminescence; 100% = signal with IL-6 EC80 alone; activation (% of control), % at 5.6 µM; actives 0.91% (n = 190,000); AID 871;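 active = activation above the screen-wide mean of compound activation plus 3 SD, cut at about 130% in these data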;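 also: 0% = background luminescence of wells with medium and substrate only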
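Material: STAT3-luciferase reporter U3A cells; Probe or stimulus: IL-6 (33 ng/mL); Incubation: compound pre-incubation 1 h before IL-6, then 6 h stimulation at 37 °C; Technique: luminescence from STAT3-driven luciferase reporter; Evaluation: % activation versus median of IL-6-stimulated wells; Controls: IL-6-only high control.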
NF-kB neuron act: compounds increasing NF-kB expression in human neuronal cells | NF-kB reporter expression; stronger effect = higher value | fold change at 12.5 µM | actives 1.6% (n = 190,000); in the data active = fold change above about 3.3
STAT1 activator: increases IFN-gamma driven STAT1 reporter signal. NIH 3T3 STAT1-luciferase reporter, luminescence; 100% = IFN-gamma alone, no compound. activation (% of control), % at 5.5 µM. actives 2.6% (n = 200,000);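 active = activation above the screen-wide mean activation plus 3 SD, cut at about 130% in these data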;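 also: raw ratio to IFN-gamma control signal so 100% means no change and 0% no light; values of inactives mirror those of a sister screen read the other way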
STAT1 blocker: reduces IFN-gamma driven STAT1 reporter signal. NIH 3T3 STAT1-luciferase reporter, luminescence. inhibition, % at 5.5 µM. actives 0.35% (n = 200,000). AID 920;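 active = inhibition above a set limit, the mean inhibition across all tested compounds plus 3 SD, cut at about 34% in these data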;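 also: 0% = IFN-gamma with DMSO and 100% = IFN-gamma with 300 µM nifuroxazide; values of inactives mirror those of a sister screen read the other way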
FLuc inh counter: inhibits firefly luciferase, flagging false hits in luciferase inhibition screens. P08659. ATPLite firefly luciferase biochemical luminescence, 10 min. inhibition, % at 10 µM. actives 1.5% (n = 200,000);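 active = inhibition above about 50% when tested at 10 µM, limit read from the data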
Target sequence (P08659 whole entry, looked up): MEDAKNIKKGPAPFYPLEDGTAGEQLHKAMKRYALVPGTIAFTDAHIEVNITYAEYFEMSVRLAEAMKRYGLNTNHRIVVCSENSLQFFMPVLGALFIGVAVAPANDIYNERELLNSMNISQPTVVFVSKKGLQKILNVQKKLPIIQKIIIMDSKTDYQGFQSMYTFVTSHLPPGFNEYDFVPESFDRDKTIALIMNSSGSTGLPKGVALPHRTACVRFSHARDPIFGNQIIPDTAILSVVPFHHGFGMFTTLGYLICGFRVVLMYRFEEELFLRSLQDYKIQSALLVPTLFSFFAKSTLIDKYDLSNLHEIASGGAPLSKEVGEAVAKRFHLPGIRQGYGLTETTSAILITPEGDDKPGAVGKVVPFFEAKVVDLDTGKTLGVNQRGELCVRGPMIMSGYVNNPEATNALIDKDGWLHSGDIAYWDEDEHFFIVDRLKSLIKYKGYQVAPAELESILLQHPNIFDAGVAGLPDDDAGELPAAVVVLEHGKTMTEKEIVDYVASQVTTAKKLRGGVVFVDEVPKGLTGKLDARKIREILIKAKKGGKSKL
APP 5UTR inh: APP translation inhibition; SH-SY5Y APP 5'UTR-luciferase reporter, luminescence; actives 0.82% (n = 190,000); inhibition, % at 2 µM;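 active = inhibition above a set limit, derived from the sample mean plus 3 SD, cut at about 45% in these data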; also: values of inactives mirror those of a sister screen read the other way
ROMK mod: human ROMK K+ channel modulation, primary screen; Tet-inducible ROMK, thallium flux fluorescence; actives lie on both sides; B-score at 10 µM; actives 2% (n = 130,000); AID 1918;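 active = signal ratio slope over the read window, or its plate-corrected B-score, at least 3 SD from the plate mean, either direction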;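 also: B-score of the F/F0 ratio slope over 7 to 12 s after thallium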
Target sequence (P48048 whole entry, looked up): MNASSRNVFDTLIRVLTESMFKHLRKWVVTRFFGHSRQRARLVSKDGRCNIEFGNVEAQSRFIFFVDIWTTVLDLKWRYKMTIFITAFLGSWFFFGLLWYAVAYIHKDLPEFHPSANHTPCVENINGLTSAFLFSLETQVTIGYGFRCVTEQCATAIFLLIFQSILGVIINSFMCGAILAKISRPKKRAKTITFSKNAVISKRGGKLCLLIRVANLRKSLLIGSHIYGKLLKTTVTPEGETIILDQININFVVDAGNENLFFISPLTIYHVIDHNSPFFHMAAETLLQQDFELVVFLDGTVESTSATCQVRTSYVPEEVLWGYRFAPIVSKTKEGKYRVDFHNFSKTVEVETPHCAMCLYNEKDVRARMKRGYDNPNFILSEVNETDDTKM
FLuc act counter: affects firefly luciferase, flagging false hits in luciferase stimulation screens | P08659 | ATPlite luciferase biochemical, luminescence, 10 min; 0 = ATP-free wells, 1 = DMSO control | activation factor at 10 µM | 200,000 tested, under 10 active | AID 1027;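 active = luciferase activation factor, scaled between plate controls, of at least 2 with compound at 10 µM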
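Assay system – cell-free luciferase reagent · Medium – PBS-based ATP solution · Dosing – test compounds dosed from 2 mM stocks in 100% DMSO · Timing – 10 min, room temperature · Technique – light output (luminescence) · Measure – luminescence gain marking luciferase activators · Controls – No-ATP low control, compound-free enzyme-plus-ATP high control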
STAT3 blocker: reduces IL-6 driven STAT3 reporter signal | U3A cells, IL-6 STAT3-luciferase reporter, luminescence; host cell line lacks STAT1 | inhibition, % at 5.5 µM | actives 0.89% (n = 190,000);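 active = inhibition above the mean inhibition across all screened compounds plus 3 SD, cut at about 44% in these data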;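 also: 0% = DMSO only wells and 100% = 100 µM nifuroxazide control wells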
APP 5'UTR act: APP 5'UTR luciferase reporter activation; SH-SY5Y APP 5'UTR luciferase reporter, luminescence; zero percent = DMSO vehicle wells; AID 1276; actives 1% (n = 190,000); activation, % at 2 µM;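 active = activation above a set limit, based on mean plus 3 SD of controls, cut at about 140% in these data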; also: values of inactives mirror those of a sister screen read the other way
* = called active by the depositor; . = no result given.

| SMILES | STAT3 blocker | APP 5UTR inh | APP 5'UTR act | ROMK mod | STAT1 blocker | NF-kB neuron act | FLuc inh counter | STAT1 activator | FLuc act counter | STAT3 act |
| --- | --- | --- | --- | --- | --- | --- | --- | --- | --- | --- |
| COc1ccc2c(c1)CCN(C(=O)CCl)C2C1C(=O)CCCC1=O (configuration not stated) | -2 | 10 | -10 | 0.17 | 6 | 1.2 | -2 | 95 | 1 | 100 |
| CCCCNC(=O)C1C2C=CC(C2)C1C(=O)O (configuration not stated) | 8 | 0 | 0 | 0.073 | 1 | 1.1 | -2 | 99 | 1 | 97 |
| O=C(Nc1ccccc1)c1cccc(S(=O)(=O)NCc2ccco2)c1 | 14 | 18 | -18 | . | 18 | 1.3 | -10 | 84 | 1.1 | 92 |
| COc1ccc(-c2csc(/C(C#N)=C(\O)CSc3nccn3C)n2)cc1OC | 3 | -3 | 3 | . | 10 | 0.35 | 0 | 91 | 1 | 104 |
| Cc1cccc2c1CC(C)(C)N=C2C1=C(O)CC(C)(C)CC1=O | 2 | 5 | -5 | . | 8 | 1.1 | -2 | 92 | 1 | 103 |
| Clc1ccc2c(c1)C(N1CCNCC1)Cc1ccccc1S2 (configuration not stated) | 19 | 4 | -4 | . | 0 | 1.2 | -10 | 100 | 1.1 | 85 |
| CC(C)(C)c1nc(CN2CCCCC2)cc(CN2CCCCC2)c1O | 14 | -1 | 1 | -1.2 | 6 | 0.95 | -5 | 95 | 1 | 94 |
| CC(=O)OCCNc1cc(N2CCN(C)CC2)c2noc3c2c1C(=O)c1ccccc1-3 | 2 | 13 | -13 | . | -1 | 0.7 | 6 | 98 | 0.9 | 98 |
| CCC1(CC)Cc2ccccc2-c2nc3ccccc3c(=O)n21 | 5 | 8 | -8 | . | 2 | 1 | -7 | 98 | 1.1 | 100 |
| Cn1c(C(=O)Nc2ccccc2)cc2sccc21 | -79 | -32 | 32 | . | -14 | 1.6 | 18 | 112 | 0.8 | 163* |
| O=C(Cn1cnc2scc(-c3ccc(Br)cc3)c2c1=O)N1CCOCC1 | 9 | 13 | -13 | -0.15 | 8 | 0.96 | -5 | 91 | 1 | 98 |
| O=C(c1scc2c1CCCC2)N1CCCCC1 | 2 | 13 | -13 | 0.0087 | 2 | 1.1 | -6 | 98 | 1.1 | 98 |
| CC(=O)C(Sc1ccc2nnc(-c3cccnc3)n2n1)C(C)=O | 4 | 13 | -13 | 0.091 | -2 | 1 | -8 | 102 | 1.1 | 100 |
| CCN(CCCNC(=O)CC(C(=O)N1CCc2ccccc21)n1ccnc1)c1ccccc1 (configuration not stated) | 2 | 12 | -12 | . | 8 | 1.1 | -5 | 93 | 1 | 103 |
| COc1cc(Nc2ccc(C(=O)O)cc2[N+](=O)[O-])cc(OC)c1 | -5 | -22 | 22 | -0.6 | -18 | 1.2 | -1 | 116 | 1 | 108 |
| CCCC(NC(=S)NCC1CCCO1)C12CC3CC(CC(C3)C1)C2 (configuration not stated) | 1 | 4 | -4 | -0.15 | 2 | 0.84 | -2 | 97 | 1 | 100 |
| CCCCS(=O)(=O)NC1=NCN(C2CCN(Cc3ccccc3)CC2)CN1 | -6 | -15 | 15 | 1.2 | -4 | . | . | 107 | . | 107 |
| CCOc1ccc(C=NC23CN4CN(CN(C4)C2)C3)cc1 | 7 | 0 | 0 | . | 10 | 1.1 | -9 | 91 | 1.1 | 98 |
| Nc1ccccc1C(=O)Nc1cccc(C(=O)O)c1 | 30 | 9 | -9 | . | 13 | 2.2 | 4 | 88 | 1 | 77 |
| CCOC(=O)C1CCN(C(=O)c2cc3ccccc3oc2=O)CC1 | 0 | -11 | 11 | 1.3 | -13 | 1.2 | -3 | 111 | 1 | 107 |
| CCCC1=NN(c2ccc([N+](=O)[O-])cc2)C(=O)/C1=C\N(C)C | -6 | 10 | -10 | -0.85 | -13 | 1.1 | -6 | 114 | 1.1 | 103 |
| N#CCCn1ncn(-c2ccccc2)c1=S | 15 | 2 | -2 | . | -1 | 1.1 | -5 | 101 | 1.1 | 97 |
| COc1ccc(C(=O)NCC(c2cccnc2)N2CCN(c3ccccc3)CC2)cc1OC (configuration not stated) | -2 | -20 | 20 | . | -4 | 1.2 | -1 | 101 | 1 | 101 |
| c1ccc(-c2nnc(CN3CCC4(CC3)OCCO4)o2)cc1 | -13 | 11 | -11 | 0.023 | -4 | 1.7 | -4 | 98 | 1 | 113 |
| COC(=O)C(NC(=O)c1c(C)nn(C)c1Cl)c1ccccc1 (configuration not stated) | -2 | -6 | 6 | 0.19 | 4 | 1.1 | -5 | 95 | 1.1 | 105 |
| COc1ccccc1C(=O)NCCCNc1ccc([N+](=O)[O-])cc1 | 17 | 19 | -19 | -0.00081 | -3 | 1.3 | -5 | 102 | 1 | 84 |
| c1ccc(-c2csc3ncnc(N4CCc5ccccc5C4)c23)cc1 | 1 | -6 | 6 | -0.93 | -14 | 0.78 | -2 | 113 | 1 | 98 |
| O=C1c2nc3ccccn3c2C(=O)N1Cc1ccccc1 | 10 | -21 | 21 | 0.41 | -1 | 0.97 | 2 | 101 | 1 | 95 |
| NC(=O)c1ccccc1NC(=O)/C=C/c1ccc(Cl)cc1 | 28 | -160 | 160* | . | -58 | 3 | 80* | 144* | 0.2 | 82 |
| CCNC(=O)NC(=O)CSc1ccccc1F | 4 | 8 | -8 | -0.48 | 3 | 1 | -4 | 97 | 1 | 95 |
| NC(=O)c1ccccc1N=Cc1ccccn1 | -7 | -20 | 21 | -0.51 | 12 | 1.1 | -4 | 89 | 1 | 107 |
| O=C(NCc1cccs1)c1ccc(CS(=O)(=O)c2ccc(Cl)cc2)o1 | 2 | -10 | 10 | 0.014 | 5 | 1.1 | -7 | 101 | 1.1 | 99 |
| Cc1noc(C)c1COC(=O)c1ccccc1NC(=O)Cc1ccccc1 | 10 | -1 | 1 | -1.3 | 4 | 1.1 | -9 | 97 | 1.1 | 99 |
| COC(=O)C/C=C/[C@@H](C)[C@@H](/C=N/OC[C@H]1O[C@H](c2ccccc2)C=C[C@@H]1Oc1ccc(OC)cc1)OC | 7 | 25 | -25 | -2.1 | -1 | 1.1 | 0 | 100 | 1 | 92 |
| Cc1cc(N=NC(=O)c2ccccc2O)c2ccccc2c1O | 8 | -23 | 23 | -1.2 | -16 | 1.5 | 49 | 116 | 0.5 | 100 |
| CC(NC(=O)CCCCCCN1C(=O)c2ccccc2C1=O)c1ccc2c(c1)CCCC2 (configuration not stated) | -9 | 7 | -7 | -1.7 | -6 | 0.9 | 3 | 105 | 1 | 108 |
| CCNC(=O)C(=O)N/N=C/c1cc([N+](=O)[O-])ccc1O | 3 | -7 | 7 | 0.12 | -20 | 1.2 | -2 | 117 | 1 | 100 |
| COc1ccc(S(=O)(=O)N(C)CC(=O)Nc2ccccc2SC)cc1 | 7 | 8 | -8 | . | -4 | 0.96 | -1 | 104 | 1 | 98 |
| O=C(CSc1ncc(-c2ccccc2)[nH]1)Nc1ccccc1 | 3 | -10 | 10 | -0.42 | 13 | 0.98 | 23 | 88 | 0.8 | 95 |
| O=C(/C=C/c1cccc([N+](=O)[O-])c1)Nc1cccc(NC(=O)c2ccco2)c1 | 2 | 11 | -11 | . | -2 | 1 | -1 | 102 | 1 | 97 |
| Cc1c(Cl)cccc1NC(=S)N1CCCN(Cc2ccc(F)cc2)C1 | 8 | 8 | -8 | . | 6 | 2.6 | -9 | 93 | 1.1 | 97 |
| Cc1cc(C)c2nc(NC(=O)c3ccc(OCC4CCCO4)cc3)sc2c1 (configuration not stated) | 47* | -14 | 14 | 1.3 | -8 | 1.4 | 8 | 107 | 0.9 | 60 |
| CC1Cc2nc(SCC(=O)N3CCN(c4ccccc4)CC3)n(CCc3ccccc3)c(=O)c2S1 (configuration not stated) | 21 | -21 | 21 | . | 7 | 0.33 | -2 | 94 | 1 | 86 |
| CC(C)O/C(=N\S(=O)(=O)c1ccc(Cl)cc1)c1ccccc1 | -1 | 13 | -13 | -0.085 | 5 | 0.93 | 0 | 92 | 1 | 101 |
| COc1ccc(CCNc2cc(-c3ccccc3)nc3ncnn23)cc1 | 38 | -2 | 2 | . | 2 | 0.7 | -6 | 98 | 1.1 | 70 |
| O=C(COC(=O)c1ccc(Br)o1)Nc1ccc(S(=O)(=O)N2CCCC2)cc1 | -2 | 6 | -6 | . | -3 | 1.2 | -7 | 103 | 1.1 | 104 |
| CCOC(=O)C1CCCN(Cc2ccccc2OCC)C1 (configuration not stated) | -4 | 3 | -3 | . | 12 | 1.2 | 1 | 89 | 1 | 107 |
| CCn1cc([N+](=O)[O-])c(C(=O)N2N=C(c3ccc4ccccc4c3)CC2c2cc(Br)ccc2O)n1 (configuration not stated) | 6 | 15 | -15 | 0.03 | -9 | 0.88 | -5 | 105 | 1 | 97 |
| O=C(C[n+]1cc(-c2ccccc2)n2c1CCCCC2)c1ccc(Br)cc1 | 2 | 7 | -7 | . | -2 | 0.92 | -5 | 100 | 1 | 101 |
| Cc1[nH]c2ccccc2c1C(=O)CN1CCCCC1CCO (configuration not stated) | -5 | -10 | 10 | 0.25 | -2 | 0.98 | -5 | 102 | 1 | 105 |

Single entries from the list.
`CCNC(=O)NC(=O)CSc1ccccc1F` – APP 5UTR inh = 8
`O=C(COC(=O)c1ccc(Br)o1)Nc1ccc(S(=O)(=O)N2CCCC2)cc1` – APP 5'UTR act = -6

(next part)
| SMILES | STAT3 blocker | APP 5UTR inh | APP 5'UTR act | ROMK mod | STAT1 blocker | NF-kB neuron act | FLuc inh counter | STAT1 activator | FLuc act counter | STAT3 act |
| --- | --- | --- | --- | --- | --- | --- | --- | --- | --- | --- |
| COc1ccc(-c2coc3cc(OC)cc(O)c3c2=O)cc1 | -1 | -155 | 155* | . | -48 | 5.5* | 18 | 143* | 0.8 | 102 |
| Cn1nnnc1SCC(=O)Nc1ccccc1Cl | 11 | 4 | -4 | -0.8 | -2 | 1.2 | -2 | 101 | 1 | 94 |
| CCN(CC)CCN1C(=O)c2ccccc2NC1c1ccc(N(C)C)cc1 (configuration not stated) | -4 | 13 | -13 | . | 1 | 0.66 | 0 | 102 | 1 | 104 |
| CN1CCN(S(=O)(=O)c2ccc(NC(=O)c3ccc(Br)s3)cc2)CC1 | -6 | 2 | -1 | . | 1 | 0.94 | -4 | 99 | 1 | 105 |
| Clc1cccc(OCCN2CCNCC2)c1 | -1 | -6 | 5 | . | 6 | 0.97 | -5 | 95 | 1 | 103 |
| CCOc1ccc(C(=O)/C=C/c2ccccc2C(F)(F)F)cc1 | 2 | -16 | 16 | . | -1 | 1.7 | -5 | 101 | 1 | 103 |
| CC1Cc2ccccc2N1C(=O)c1cc2c(=O)n3ccccc3nc2n1C (configuration not stated) | 20 | -5 | 5 | -0.94 | 1 | 0.34 | -3 | 99 | 1 | 84 |
